Source: PubChem (several laboratories)
Hck Nef HTS – inhibitors of human Hck kinase activated by Nef. Recombinant Hck-YEEI plus Nef, Z-Lyte FRET kinase assay. inhibition, % at 20 µM. 220,000 tested, 0.68% active. P08631. AID 463187;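 active = Hck-Nef kinase inhibition above about 50%, limit read from the data; inactive = inhibition below that limit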;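 also: 0% = DMSO with Hck plus Nef and 100% = Hck alone without Nef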
Target sequence (P08631 whole entry, looked up): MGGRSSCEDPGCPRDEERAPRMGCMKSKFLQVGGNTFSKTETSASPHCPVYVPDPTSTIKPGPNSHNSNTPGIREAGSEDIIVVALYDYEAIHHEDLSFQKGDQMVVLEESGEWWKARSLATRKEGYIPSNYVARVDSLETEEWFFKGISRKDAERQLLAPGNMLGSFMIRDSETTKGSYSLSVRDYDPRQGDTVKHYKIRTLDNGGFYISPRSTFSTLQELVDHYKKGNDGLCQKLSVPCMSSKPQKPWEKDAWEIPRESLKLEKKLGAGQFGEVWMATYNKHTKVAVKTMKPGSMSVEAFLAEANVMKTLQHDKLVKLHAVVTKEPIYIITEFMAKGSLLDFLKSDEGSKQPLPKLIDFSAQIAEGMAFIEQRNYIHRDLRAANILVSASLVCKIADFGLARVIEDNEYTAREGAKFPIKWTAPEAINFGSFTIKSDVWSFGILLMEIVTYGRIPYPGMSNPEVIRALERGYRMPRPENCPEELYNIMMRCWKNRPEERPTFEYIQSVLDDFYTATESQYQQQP
Mdm2 ligase inh – inhibitors of human Mdm2 E3 ubiquitin ligase. AID 1230. signal enhancement, % at 5 µM. 210,000 tested, 0.11% active. cell-based MDM2 ubiquitination luciferase reporter, 2 h; 0 = plate control, 100 = twice control, blank-subtracted. Q00987;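 active = signal enhancement of 30% or more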;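 also: luminescence tracks abundance of the self-degrading MDM2-luciferase fusion protein; higher signal means inhibition of MDM2 E3 ligase activity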
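Test system: mammalian cells stably expressing self-ubiquitinating, self-degrading MDM2 E3–luciferase fusion; Amount: 2000 cells in each well; Medium: DMEM; Schedule: 4 h settle plus 2 h compound, 37 °C; Technique: SteadyLite luciferase luminescence after 15 min room-temperature reagent incubation; Benchmarks: plate control and blank wells.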
p97 inhibitor – blocks human p97 ATPase activity; P55072; 220,000 tested, 0.42% active; inhibition, % at 8 µM; recombinant p97 ATPase, Kinase-Glo ATP luminescence, 3 h; AID 1481; in the data active = inhibition above about 15%;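 also: 0% = DMSO vehicle and 100% = wells lacking enzyme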
NPY-Y2 PAM-ag – human NPY-Y2 potentiation or agonism, primary screen. P49146. 220,000 tested, 0.45% active. AID 1359. cells expressing NPY-Y2, potentiator/agonist read-out. activation, % at 3.6 µM; in the data active = activation above about 27%;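 also: cells stimulated with NPY near EC25 plus isoproterenol at EC100; 0% = vehicle plus submaximal agonist and 100% = vehicle plus saturating agonist; some results beyond the cut were filed as inactive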
RBBP9 inhibitor – human RBBP9 hydrolase inhibition. O75884. recombinant RBBP9, FP-Rh probe fluorescence polarization. inhibition, % at 7.94 µM. 220,000 tested, 0.2% active. AID 1515;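 active = inhibition above the campaign mean of all tested compounds plus 3 SD, cut at about 14% in these data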;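 also: plate controls were DMSO wells with RBBP9 for no effect and wells lacking RBBP9 protein for full effect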
Target sequence (O75884 whole entry, looked up): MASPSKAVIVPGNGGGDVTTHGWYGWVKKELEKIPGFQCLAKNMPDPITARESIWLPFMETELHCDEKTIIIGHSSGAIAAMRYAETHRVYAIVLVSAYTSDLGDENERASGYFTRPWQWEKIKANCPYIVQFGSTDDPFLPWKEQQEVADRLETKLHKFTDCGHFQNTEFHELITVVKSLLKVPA
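system = RBBP9 protein | input = RBBP9 at 2.5 µM in dispensed solution, before mixing | measured by = fluorescence polarization (mP), excitation 525 nm, emission 598 nm | incubation = enzyme-compound preincubation 30 min, then probe labeling 45 min, 25 °C | buffer or medium = Tris-NaCl-Pluronic buffer, pH 8.0 | compound = single dose 7.94 µM | also added = FP-Rh probe, 375 nM dispensing solution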
Runt-CBFb FRET – blocks binding of human RUNX1 Runt domain to CBFb; inhibition, % at 20 µM; AID 1496; 220,000 tested, 0.46% active; Cerulean-Runt/Venus-CBFb FRET ratio 530/480, 1 h; Q01196+Q13951;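 active = inhibition over about 50% at 20 µM in the single-dose screen, limit read from the data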;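 also: 0% = DMSO wells and 100% = excess unlabeled CBFb competitor control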
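Doses: 20 µM compound in 1% DMSO | Material: Cerulean-labeled Runt domain protein | Amount: Each fluorescent fusion protein 100 nM | Schedule: Two 1 h room-temperature incubations shielded from light | Measured by: FRET fluorescence | Evaluation: Loss of energy transfer signal | Controls: Unlabeled CBFb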
Runt-SMMHC FRET – Runt domain-CBFb-SMMHC interaction inhibition; Q01196+Q13951; inhibition, % at 20 µM; AID 1434; 220,000 tested, 0.74% active; Cerulean-Runt/Venus-CBFb-SMMHC FRET ratio 530/480, 1 h;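 active = mean inhibition across duplicate retests at 20 µM reaching about 50%, limit read from the data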;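 also: 0% = DMSO wells and 100% = wells with excess untagged CBFb-SMMHC; inhibitors lower the FRET ratio by blocking Runt binding to CBFb-SMMHC; some results filed as inactive read as strong as hits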
NPY1 pot ag – potentiates or activates human NPY-Y1 receptor | P25929 | NPY-Y1 expressing cells, potentiator/agonist activation | activation, % at 3.6 µM | 220,000 tested, 0.37% active | AID 1304; in the data active = activation above about 33%, passing the limit was not always enough;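 also: cells stimulated with NPY at EC10 then isoproterenol at EC100; 0% = low agonist plus stimulus and 100% = saturating agonist plus stimulus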
Target sequence (P25929 whole entry, looked up): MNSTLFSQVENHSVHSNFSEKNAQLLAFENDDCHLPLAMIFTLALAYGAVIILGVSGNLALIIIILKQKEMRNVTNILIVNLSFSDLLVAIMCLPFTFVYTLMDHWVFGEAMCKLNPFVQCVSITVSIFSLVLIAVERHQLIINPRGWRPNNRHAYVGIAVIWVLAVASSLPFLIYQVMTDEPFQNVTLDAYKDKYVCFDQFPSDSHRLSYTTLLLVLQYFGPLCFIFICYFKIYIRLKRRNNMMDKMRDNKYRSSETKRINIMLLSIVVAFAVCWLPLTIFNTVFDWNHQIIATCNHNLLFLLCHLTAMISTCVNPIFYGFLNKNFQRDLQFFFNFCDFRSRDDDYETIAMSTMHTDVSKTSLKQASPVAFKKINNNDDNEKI
NPY-Y1 antag – antagonists of human neuropeptide Y receptor Y1. P25929. HEK293-CNG Y1 cells, membrane potential fluorescence; NPY at EC95, then isoproterenol. inhibition, % at 3.6 µM. 200,000 tested, 1% active. AID 1040;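 active = inhibition above the campaign mean inhibition of all tested compounds plus 3 SD, cut at about 20% in these data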;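 also: 0% = DMSO wells given NPY plus isoproterenol and 100% = isoproterenol alone without NPY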
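material = HEK293 cells with Y1 receptor plus CNG channel | also added = NPY 25 nM then isoproterenol 1 µM plus Ro 20-1724 25 µM | schedule = dye 3 h, compound 60 min room temperature, stimulation 45 min | measured by = membrane potential fluorescence | benchmarks = high control isoproterenol alone, low control NPY with isoproterenol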
* = called active by the depositor; . = no result given. No enrichment for hits; about 3.5% have a hit in one of these screens.

SMILES	Hck Nef HTS	Mdm2 ligase inh	p97 inhibitor	NPY-Y2 PAM-ag	RBBP9 inhibitor	Runt-CBFb FRET	Runt-SMMHC FRET	NPY1 pot ag	NPY-Y1 antag
O=C(C1=C[C@@H](c2csc3ccccc23)C[C@@H](OCCCCO)O1)N1CCN(Cc2ccc3c(c2)OCO3)CC1	5	.	-5	-17	-1	-2	-4	-7	8
O=C(NC1CCCCC1)C(c1cccnc1)N(C(=O)CCl)c1ccccc1Cl (stereo unspecified)	-1	-13	-7	-6	-14	-1	2	-13	6
Cc1cc(C)n(-c2ccc(C(=O)O)cc2[N+](=O)[O-])n1	22	-11	3	9	-4	0	-2	-14	-5
O=C(O)COn1c(-c2ccccc2)nc2ccc(Cl)cc21	-3	-37	5	-11	3	0	2	13	2
COc1ccc(CN2CCN(c3ncccn3)CC2)c(OC)c1	-14	-7	1	1	-3	0	2	18	15
Nc1nc(Cl)cc(Oc2ccc(Cl)cc2)n1	19	-7	3	-13	-8	0	-1	-8	4
COc1ccc(-n2c(O)c(C=NCc3ccccn3)c3ccccc3c2=O)c(OC)c1	22	-1	6	9	-5	0	-1	8	.
Cc1noc2ncnc(Sc3c(Cl)cccc3Cl)c12	1	-6	4	-6	0	1	2	-24	5
Cc1cc(=O)[nH]c(S/C=C/c2ccccc2)n1	1	-17	-6	-2	-3	-1	-4	-28	7
C/C(=N\NC(=O)CNc1cccc(C(F)(F)F)c1)c1ccc(Br)cc1	3	-14	7	-9	-9	0	1	-7	4
O=C(NCC1CCCO1)NC1(C(F)(F)F)Oc2ccccc2O1 (stereo unspecified)	6	14	-6	0	-7	-1	0	13	-1
O=C(c1cc2ccccn2n1)N1CCCC1	-1	-10	-9	16	-6	2	1	1	-2
CC(=O)c1cn(N(C)c2ncc(C(F)(F)F)cc2Cl)c(=O)[nH]c1=O	-1	-8	4	0	0	1	-4	14	5
Fc1ccccc1COc1ccc(Br)cc1CNCc1cccnc1	12	-3	-6	-20	-7	1	-3	-21	13
Cc1ccc2c(c1)NC(c1cccs1)C1=C(CC(C)(C)CC1=O)N2 (stereo unspecified)	-2	2	2	-6	-1	0	2	-1	-1
CCCn1c(SCC(=O)Nc2sc(C)c(C)c2C(=O)OCC)nc2c1c(=O)n(C)c(=O)n2C	1	-2	4	-2	-3	-4	-3	2	1
CCC(=O)Nc1cccc(-c2nnc(SCC(=O)NCc3ccco3)n2C)c1	-1	-2	8	12	-9	-5	8	-1	2
O=C(C1CCCN1S(=O)(=O)c1ccc(Br)cc1)N1CCOCC1 (stereo unspecified)	-3	-5	1	6	6	0	-6	7	0
Cc1ccc(C(=O)NCC(=O)OCC(=O)Nc2ccccc2C#N)s1	-21	-88	-8	-5	-4	0	1	-1	1
Cc1nc2ncccn2c1-c1csc(Nc2ccc(N(C)C)cc2)n1	35	-28	3	-3	24*	2	-16	9	15
COc1ccc(C(=O)N/N=C/c2cn[nH]c2-c2ccc(OC)cc2OC)cc1	7	12	2	-6	-7	-2	2	-11	5
COC(=O)c1ccc(NC(=O)CSc2nnc(COc3ccccc3)n2C)cc1	6	-8	-3	7	-2	1	2	-7	2
COc1cccc(-n2c(C)cc(/C=C3/C(=N)N4C(=NC3=O)SN=C4S(C)(=O)=O)c2C)c1	43	-13	5	4	-8	-4	-16	10	0
COc1ccc(CCNC(=O)CSc2ccc(-c3ccncc3)nn2)cc1	-2	-24	1	16	-2	1	-1	6	3
CN(C)/C=N/C(=S)Nc1ccc(Cl)cc1	3	-7	3	13	-6	1	-2	26	-3

Copied from the list:
For Hck Nef HTS, CCCn1c(SCC(=O)Nc2sc(C)c(C)c2C(=O)OCC)nc2c1c(=O)n(C)c(=O)n2C is entered as 1
For Mdm2 ligase inh, CC(=O)c1cn(N(C)c2ncc(C(F)(F)F)cc2Cl)c(=O)[nH]c1=O is entered as -8

Remaining list, next part
SMILES	Hck Nef HTS	Mdm2 ligase inh	p97 inhibitor	NPY-Y2 PAM-ag	RBBP9 inhibitor	Runt-CBFb FRET	Runt-SMMHC FRET	NPY1 pot ag	NPY-Y1 antag
COc1ccc(C(CC(=O)NCc2ccccc2)Sc2n[nH]c(-c3ccc(Cl)cc3)n2)cc1 (stereo unspecified)	4	-5	3	1	-7	-8	-22	-9	2
COC(=O)c1c(NC(=O)C2(C)Cc3ccccc3C(=O)O2)sc2c1CCCC2 (stereo unspecified)	3	14	1	-20	-10	4	4	-51	1
COc1ccccc1C1NC(=O)NC(C)=C1C(=O)OC1CCCCC1 (stereo unspecified)	-4	-26	2	-2	-6	.	-7	-7	-2
O=C(CC(c1ccccc1)c1cc(Br)ccc1O)NCc1ccco1 (stereo unspecified)	7	-11	-1	2	-5	-1	3	1	-7
Oc1[nH]c2ccc(Br)cc2c1N=Nc1nn[nH]n1	16	1	6	4	-1	2	-4	18	.
CC(C)CC(=O)c1c[nH]c(C(=O)N2CCN(Cc3ccccc3)CC2)c1	-7	10	2	4	-2	-5	-3	3	-6
COc1cc([N+](=O)[O-])ccc1NC(=O)COC(=O)C=C(C)C	10	-9	-5	-19	-16	-1	4	-24	7
O=C(Nc1ccc(S(=O)(=O)Nc2ccccn2)cc1)C(F)(F)F	-8	.	3	-1	-8	1	1	-15	-2
COc1nc(N=C(N)N)nc2c(C)cccc12	-1	-20	1	-2	-3	-2	-6	6	0
COc1cc(/C=C(\C#N)C(=O)NC(C)C)cc(Cl)c1O	17	-6	3	-4	-6	33	63*	-13	6
Nc1ccccc1C(=O)NNc1ncc(C(F)(F)F)cc1Cl	0	0	-2	-28	-7	1	2	-80	21*
CCOC(=O)CN1N=C(/C=C/c2ccc(OCC)cc2)CCC1=O	-14	7	1	9	-1	-4	-4	-3	2
COc1ccc(OCCSc2nnc(C(C)NC(=O)c3ccccc3F)n2C)cc1 (stereo unspecified)	-9	-32	-2	-15	1	1	3	8	-1
C=CCOc1c(Cl)cc(CNc2ccc3[nH]c(=O)[nH]c3c2)cc1OC	19	7	3	8	-3	3	5	22	-1
COc1cc(/C=N/NC(=S)NC2CC3CC2C2C=CCC32)ccc1O (stereo unspecified)	0	-7	4	11	3	1	-2	27	.
Cc1cc(C)nc(-n2c(Nc3ccccc3)cc(=O)c3c(C)n(-c4ccccc4)c(=O)nc32)n1	1	.	4	3	-1	.	.	-1	3
CCN(CC)CCCNC(=O)CCC(=O)Nc1ccc2nc(N3CCCCC3)cc(C)c2c1	35	-25	-6	5	-7	-10	-22	12	-1
COc1ccc(C2CC3(O)CC(C#N)(C(=O)N3)C2(C#N)C#N)cc1 (stereo unspecified)	12	-8	4	1	-3	-2	0	29	.
COc1ccccc1C(=O)N1CCN(Cc2nc(CC3CC3)no2)CC1	-1	0	1	12	-11	1	1	0	2
COc1cc(C2=NC(CO)(CO)CO2)cc(OC)c1OC	20	11	6	-7	-2	1	-2	3	0
O=C(CNS(=O)(=O)c1ccccc1)N/N=C/c1ccc(O)cc1	19	-14	4	-22	0	2	-4	20	4
Cc1ccc(C2CC(=O)c3cnc(NC(=O)c4ccco4)nc3C2)cc1 (stereo unspecified)	0	-16	-8	-8	-4	-1	0	-14	9
CCOC(=O)C1=C(C)NC(=O)NC1c1ccc(C)o1 (stereo unspecified)	0	-8	-5	9	-7	2	0	3	-1
COCCn1c(SCC(=O)Nc2cc(C)cc(C)c2)nnc1C(C)C	1	1	-2	-5	2	0	0	9	7
CC(C)(CNC(=O)COc1ccccc1Cc1ccccc1)N1CCOCC1	11	-4	-5	9	-4	-4	-2	-3	0

Going on with the list.
SMILES	Hck Nef HTS	Mdm2 ligase inh	p97 inhibitor	NPY-Y2 PAM-ag	RBBP9 inhibitor	Runt-CBFb FRET	Runt-SMMHC FRET	NPY1 pot ag	NPY-Y1 antag
O=C1CCCC(=O)N1c1ccc(Oc2ccc(Cl)cc2)cc1	-1	-10	-3	4	-5	2	-7	9	0
Cc1cc(C)nc(SCC(=O)n2c3c(c4ccccc42)CCCC3)n1	1	-11	1	2	-6	-4	2	2	3
CC(Sc1nnc(COc2ccc(Cl)cc2)n1Cc1ccccc1)C(=O)O (stereo unspecified)	16	-10	1	-5	-3	-1	-2	3	3
CN(CC(=O)NCc1ccncc1)S(=O)(=O)c1ccc2ccccc2c1	17	-6	4	7	-3	0	3	6	0
COc1cccc(N2C(=O)C3CCCN3C2c2cccs2)c1 (stereo unspecified)	-12	-16	-3	-7	-11	0	-4	7	0
Cc1ccc(-c2nn(-c3cccc(F)c3)cc2CN2CCN(c3ccccn3)CC2)o1	9	-5	0	-9	-9	4	4	-33	19
COc1cc(C)c(S(=O)(=O)n2ccc(C)n2)cc1C	9	2	-5	-5	-11	0	-3	-14	6
N#Cc1ccc(N/N=C/c2ccccc2)c([N+](=O)[O-])c1	30	-11	0	13	-12	-3	-3	18	2
CC(C)NC(=O)c1ccc2c(c1)S(=O)(=O)c1ccccc1C2=O	1	-19	5	4	14	1	0	-20	19
CCOc1ccc(/C=C2\SC(=S)N(N3C(=O)C4CC4C3=O)C2=O)cc1 (stereo unspecified)	23	-11	4	-4	-2	-13	-20	-14	1
O=C(Nc1ccccn1)C1CCN(S(=O)(=O)c2cccc3nonc23)CC1	-20	-9	2	0	-11	2	-2	9	-1
COC(=O)c1scc(S(=O)(=O)C(C)(C)C)c1-n1cccc1	5	-17	4	-11	-5	0	-3	-15	.
N/C(=N\c1nc(CSc2ccc(Cl)cc2)cc(=O)[nH]1)Nc1ccccc1C(F)(F)F	14	3	3	1	5	-1	-1	2	1
CN(CC(=O)N1CCCC1)S(=O)(=O)c1ccc(Cl)cc1	-1	1	-7	3	-5	2	0	-19	-3
O=c1sc2ccccc2c(N2CCN(c3ccccc3)CC2)c1[N+](=O)[O-]	20	-21	4	-11	-7	1	-2	-14	8
O=C(O)c1cccc(NC2=C(n3nnc4ccccc43)C(=O)c3ccccc3C2=O)c1	8	-10	4	-5	8	2	-4	4	.
Cc1cccc(C)c1NC(=O)CCCSc1nnc(-c2ccco2)n1-c1ccccc1	3	-9	1	-17	-1	2	1	-3	2
COc1ccc(-c2n[nH]c(C)c2-c2cscn2)c(O)c1	17	1	5	9	2	1	1	7	.
O=C(Nc1ccccc1)NN1CC(=O)N(c2ccc(Cl)cc2)CC1=O	19	-7	0	-17	-7	-1	-1	0	.
Cc1nnc(SCC(=O)NNC(=O)c2ccc(Br)cc2)n1C	29	-4	1	2	-6	.	.	-1	7
